Source: PubChem (The Scripps Research Institute Molecular Screening Center)
Fh CTSL1 inh = blocks F. hepatica cathepsin L1 in PFM18AAP counter-screen | 0.49% of 300,000 active | recombinant F. hepatica cathepsin L1, Z-Leu-Arg-MCA fluorescence | AID 1906 | inhibition, % at 5.96 µM;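 active = inhibition above the mean of all tested compounds plus 3 SD, set per screening campaign, cut at about 17% in these data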;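 also: 0% = plate median of test compound wells and 100% = 1 µM Z-Phe-Ala-diazomethylketone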
core dimer inh = HCV core protein dimerization inhibition; TR-FRET GST/Flag-core106 dimerization, 1536-well; inhibition, % at 5 µM; 0.33% of 300,000 active; AID 1899;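 active = inhibition above the mean of all tested compounds plus 3 SD, set per screening campaign, cut at about 45% in these data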
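System: GST/Flag-tagged HCV core106 proteins. Incubation: compound-protein-antibody incubation 4 h at 22.5 °C. Technique: HTRF with 340 nm excitation, 617/671 nm emission. Medium: KF-containing HEPES buffer, pH 7.45, DTT, CHAPS, BSA. Read-out: inhibition (%) from 671 over 617 nm ratio. Also added: Eu(K)-anti-GST 90 ng/mL plus XL665-anti-Flag 1 µg/mL.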
PAFAH2 FP inh = inhibitors of human PAFAH2 | recombinant PAFAH2, FP-rhodamine activity probe, fluorescence polarization | inhibition, % at 3.39 µM | 0.99% of 340,000 active | AID 492956;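 active = inhibition above the mean over all tested compounds plus 3 SD, cut at about 30% in these data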;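 also: inhibitors block probe labeling of enzyme so polarization drops; 0% = enzyme with DMSO and 100% = wells lacking PAFAH2 protein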
TPT1 inh = inhibitors of Candida albicans tRNA 2'-phosphotransferase TPT1; recombinant caTPT1, FP RNA substrate dephosphorylation; inhibition, % at 5 µM; 0.81% of 300,000 active; AID 1962;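 active = inhibition above the mean of all tested compounds plus 3 SD, set per screening campaign, cut at about 24% in these data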;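 also: plate controls were DMSO alone for no effect and ferristatin control at 100 nM for full effect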
proCasp7 act = counter-screen for procaspase-3 activators: activators of human procaspase-7. activation, % at 8.5 µM. 0.093% of 330,000 active. recombinant procaspase-7, Ac-DEVD-pNA absorbance 405 nm; D23A/D198A/D206A triple mutant, cannot self-cleave; scale: DMSO 0, 5 µM enzyme 100. P55210;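 active = percent activation above the screen-wide mean plus 3 SD, cut at about 25% in these data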
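Assay system – Uncleavable procaspase-7 mutant enzyme · Quantity – 2 µM procaspase-7 mutant as dispensed · Times – 1 h preincubation, 2 h reaction · Dosing – single nominal 8.5 µM compound dose, 0.8% DMSO final · Buffer or medium – Zinc-free 50 mM HEPES buffer, pH 7.4, with NaCl and Triton X-100 · Detection – Epi-absorbance of released pNA at 405 nm, two timepoints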
proCasp3 act = procaspase-3 (human) activation; P42574; recombinant procaspase-3 D3A, Ac-DEVD-pNA absorbance 405 nm; activation, % at 8.5 µM; 0.11% of 330,000 active; AID 463141;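 active = activation above the mean of all tested compounds plus 3 SD, cut at about 21% in these data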;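 also: 0% = DMSO alone and 100% = DMSO wells spiked with extra 5 µM PC-3 D3A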
Target sequence (P42574 whole entry D9A/D28A/D175A): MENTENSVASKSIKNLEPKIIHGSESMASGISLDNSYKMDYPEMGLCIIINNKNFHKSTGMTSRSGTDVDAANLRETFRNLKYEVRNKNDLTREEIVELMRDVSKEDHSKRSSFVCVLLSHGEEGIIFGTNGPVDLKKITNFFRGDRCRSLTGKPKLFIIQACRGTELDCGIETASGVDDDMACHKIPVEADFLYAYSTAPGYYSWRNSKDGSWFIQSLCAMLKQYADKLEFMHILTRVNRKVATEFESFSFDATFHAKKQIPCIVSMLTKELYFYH
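Evaluation: percent activation relative to control range; Material: Procaspase-3 D3A mutant, all three cleavage aspartates alanine; Compound: single dose, 8.5 µM nominal compound, 0.8% DMSO; Replication: one well per compound; Signal: absorbance at 405 nm, 0 and 120 min; Schedule: 1 h preincubation plus 2 h reaction at 25 °C.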
PP1 inh = counter-screen for PP5 inhibitors: inhibitors of human PP1-alpha; P62136; purified PP1alpha, OMFP fluorescence; inhibition, % at 6.7 µM; 0.9% of 320,000 active; AID 2235;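 active = inhibition above the mean inhibition of all tested compounds plus 3 SD, computed separately for each screening campaign, cut at about 15% in these data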
Target sequence (P62136 whole entry, looked up): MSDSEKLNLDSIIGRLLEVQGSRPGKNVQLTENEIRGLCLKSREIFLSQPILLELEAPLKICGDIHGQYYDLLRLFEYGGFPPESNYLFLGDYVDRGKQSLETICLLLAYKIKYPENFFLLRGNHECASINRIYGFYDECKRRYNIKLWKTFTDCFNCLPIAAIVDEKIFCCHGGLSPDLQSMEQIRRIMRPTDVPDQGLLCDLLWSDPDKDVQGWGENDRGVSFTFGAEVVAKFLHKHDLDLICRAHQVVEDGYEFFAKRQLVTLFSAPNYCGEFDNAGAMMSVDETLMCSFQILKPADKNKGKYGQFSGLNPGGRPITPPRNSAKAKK
PP5 inh = inhibitors of human protein phosphatase 5 (PP5). AID 1987. inhibition, % at 6.7 µM. purified PP5c, OMFP substrate fluorescence. 0.18% of 320,000 active. P53041;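 active = inhibition above the campaign's mean inhibition across all tested compounds plus 3 SD, cut at about 9.5% in these data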;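 also: 0% = DMSO only and 100% = 100 µM cantharidin control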
Target sequence (P53041 whole entry, looked up): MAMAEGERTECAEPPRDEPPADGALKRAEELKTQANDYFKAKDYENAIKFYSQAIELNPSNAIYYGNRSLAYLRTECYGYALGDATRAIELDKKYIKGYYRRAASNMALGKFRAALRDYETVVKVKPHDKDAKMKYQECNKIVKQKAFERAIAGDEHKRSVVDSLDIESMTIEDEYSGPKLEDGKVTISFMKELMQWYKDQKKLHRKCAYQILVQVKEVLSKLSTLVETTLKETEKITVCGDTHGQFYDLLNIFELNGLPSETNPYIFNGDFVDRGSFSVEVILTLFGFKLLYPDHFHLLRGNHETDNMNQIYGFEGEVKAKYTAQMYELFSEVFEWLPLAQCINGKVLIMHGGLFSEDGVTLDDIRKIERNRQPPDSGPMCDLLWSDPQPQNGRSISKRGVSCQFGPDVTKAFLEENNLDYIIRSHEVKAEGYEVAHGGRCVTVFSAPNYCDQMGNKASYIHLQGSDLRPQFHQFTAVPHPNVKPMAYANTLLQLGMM
AHR act = activates the human aryl hydrocarbon receptor; AHR-responsive luciferase reporter cells, luminescence; activation, % at 5 µM; 2.5% of 320,000 active; in the data active = activation above about 47%;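 also: 0% = vehicle wells and 100% = reference agonist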
Active calls of the source: *; . = not tested or not shown.

mol	Fh CTSL1 inh	core dimer inh	PAFAH2 FP inh	TPT1 inh	proCasp7 act	proCasp3 act	PP1 inh	PP5 inh	AHR act
CC(=O)C1=C(O)C(=O)N(c2ccccn2)C1c1ccccc1[N+](=O)[O-] (stereo unspecified)	3	-13	2	-3	2	1	4	1.8	26
CCOC(=O)c1c(NC(=O)c2cccnc2Cl)sc(C(=O)N(C)C)c1C	-1	-7	4	-3	-7	-5	2	3.0	-2
Cc1nc(SCc2ccc(C(=O)O)cc2)c2c(C)c(C)sc2n1	4	10	6	-2	3	-9	1	-1.4	-1
C=CCn1c(SCC(N)=O)nc2sc3c(c2c1=O)CCC3	0	5	0	3	9	-6	0	0.4	0
CC(=O)C1C(c2ccc([N+](=O)[O-])cc2)C2C(C)=NN=C2CC1(C)O (stereo unspecified)	-12	-2	11	-5	6	-5	-2	-0.1	0
COc1ccc(-c2nc(CSCC(=O)N3CCN(C)CC3)c(C)o2)cc1OC	-4	-2	7	1	3	1	-4	2.2	5
COc1cc(C=O)ccc1OS(=O)(=O)c1ccc(NC(C)=O)cc1	-6	1	-3	-5	-3	-3	-3	0.0	0
Cc1ccc(OCC(=O)Nc2sc3c(c2C#N)CCC3)cc1C	2	12	9	4	14	-6	6	0.0	6
COc1ccc(CCN(C)CCc2ccc(OC)c(OC)c2)cc1OC	-4	-3	-1	-2	1	0	-2	0.8	-3
CCC1=NN2C(=N)/C(=C/c3c(C)nn(-c4ccccc4)c3Cl)C(=O)N=C2S1	-8	-8	-2	2	-3	2	-7	0.6	15
CC1=NN(c2ccc(C(=O)OC(C)C)cc2)C(=O)/C1=C\C=C\c1ccco1	-2	17	13	-1	-8	-13	4	0.1	0
CCOc1cc(C(=O)OCC(=O)Nc2cc(C)on2)cc(OCC)c1OCC	0	-2	-2	1	15	5	0	1.0	-1
CCN(c1ccccc1)S(=O)(=O)c1ccc2c(c1)N(C(C)=O)CCO2	-4	-14	6	-1	3	8	-4	-1.0	2
Cc1[nH]n(-c2ccccc2)c(=O)c1N=Nc1c(Cl)cccc1Cl	-2	-8	-4	-2	3	2	-1	2.8	10
CCCCNC(=O)CCC(=O)Nc1ncc(-c2ccc(C)cc2)n1C	6	3	-1	1	12	-1	-3	-2.2	2
O=C(CSc1nc(C(F)(F)F)cc(=O)[nH]1)Nc1nccs1	1	-2	2	1	3	1	-3	-0.5	3
N#Cc1ccc(OCC(=O)OCCCOC(=O)COc2ccc(C#N)cc2)cc1	8	-21	4	-3	-3	-11	1	-5.5	5
CCOc1ccccc1NC(=O)COC(=O)C1CCC(=O)N1 (stereo unspecified)	.	.	-2	.	13	-2	.	.	0
O=C(CSCc1ccc(F)cc1)NCc1ccc2c(c1)OCO2	0	12	2	1	6	-4	-1	-0.8	0
O=C(c1cc2ccccc2cc1O)N1CCN(c2ccccc2O)CC1	1	15	6	4	3	0	1	0.3	8
OCC1(CCOc2ccccc2)CCN(CC2=Cc3cc(Cl)ccc3OC2)CC1	-4	-8	-3	-3	-2	10	4	-1.0	1
CC(NC(=O)COc1ccccc1)C(c1cccs1)N1CCCC1 (stereo unspecified)	4	1	4	3	-5	2	0	0.3	3
Cn1c(NCC(O)c2ccccc2)nc2c1c(=O)n(Cc1ccc(Cl)cc1)c(=O)n2C (stereo unspecified)	3	3	10	0	-3	3	0	3.3	-2
COc1ccccc1/C=C(/C(=O)OCC(=O)Nc1cc(C)ccc1C)c1ccccc1	1	10	0	-1	-16	8	1	3.3	0
CC12CN3CC(C)(CN(C1)C3c1ccc3c(c1)OCO3)C2 (stereo unspecified)	-2	-8	2	-3	-1	8	1	2.4	-3
CCn1ncc(CNC(=O)C2(C)CC2(Cl)Cl)c1C (stereo unspecified)	3	-3	-2	-4	13	-2	-3	-3.0	1
CCCn1ncc([C@@H]2C[C@H]3CN(Cc4cccc(Cl)c4)C(=O)[C@]34CCCN24)c1C	4	2	3	10	-5	-1	4	-2.8	3
CCc1cc(=O)oc2cc(C)cc(OC(C)C(=O)NCCCN3CCOCC3)c12 (stereo unspecified)	-2	1	-1	1	1	4	-6	-3.0	-1
CCN(CC)P(=O)(Nc1ccccc1Br)c1ccc(N(C)C)cc1NC(=O)c1ccco1 (stereo unspecified)	5	14	2	-4	17	8	1	2.3	4
CCCOc1ccc(C(=O)NC(C)C(=O)O)cc1 (stereo unspecified)	-4	-1	5	-1	11	2	-4	1.4	-3
CCN(C(=O)c1ccc(S(=O)(=O)N2CCCCC2)cc1)C1CCS(=O)(=O)C1 (stereo unspecified)	4	0	0	0	8	-7	-3	1.3	1
Cn1cc(S(=O)(=O)NC2CCCCCC2)c(=O)n(C)c1=O	1	-4	3	-2	-12	-3	1	2.1	-3
O=C(CSc1nc2cc(Cl)ccc2s1)N1CCCc2ccccc21	1	6	-15	-1	1	1	1	4.2	1
O=C(Nc1ccccc1N1CCOCC1)c1cccnc1	-3	-6	0	0	6	-1	2	0.7	0
CC(C)Oc1ccc(CN=C(N)N=C(N)N)cc1Cl	-2	-4	-1	0	3	-9	-6	1.2	-1
CCOC(=O)N1CCN(c2c(NCCCN3CCCC(C)C3)c(=O)c2=O)CC1 (stereo unspecified)	4	-2	6	-1	-3	3	-2	-0.3	2
CCOc1ccc(NC2CCCCC2NS(=O)(=O)c2ccccc2)cc1 (stereo unspecified)	-1	-4	16	-2	3	-2	0	-0.3	2
Cc1ccc(NC(CC(=O)c2ccccc2)c2ccc(F)cc2)cc1 (stereo unspecified)	1	3	6	-1	9	12	0	2.3	1
Cc1nc2ccccc2c(=O)n1/N=C/c1ccc(O)cc1	1	3	0	-1	-2	9	-2	3.3	0
O=CNc1ccc(OC(=O)c2cncc(Br)c2)cc1	-4	-1	1	-1	-3	2	-1	4.3	2
O=C1C2C3C=CC(C3)C2C(=O)N1c1ccc(-c2nc3ccccc3o2)cc1 (stereo unspecified)	2	-3	-5	5	-3	-3	-4	-2.3	4
O=C(COc1ccc(-c2ccccc2)cc1)NNC(=O)Nc1ccc(F)cc1F	-1	13	-11	1	-4	-1	9	-1.5	30
COc1ccc(C(=O)COC(=O)CN2C(=O)NC3(CC(C)CC(C)(C)C3)C2=O)c(OC)c1 (stereo unspecified)	.	.	7	.	1	3	0	2.9	0
O=C(Cc1ccccc1)Nc1ccnn1C1CCN(Cc2nccs2)CC1	-4	4	-5	-4	4	-2	-7	-0.5	5
Cc1noc(C)c1S(=O)(=O)Nc1ccc(C(=O)N2CCN(c3ccc(F)cc3)CC2)cc1	-1	3	0	-1	2	-1	3	0.6	-1
Cc1cc(NC(=O)C(C)C)n(-c2nc3ccccc3s2)n1	0	7	4	0	4	2	0	-0.9	30
CCOC(=O)CSc1nc2c(c(=O)n(Cc3ccccc3Cl)c(=O)n2C)n1C	-1	2	-4	-2	1	3	8	3.5	-1
Cc1ccccc1-c1nnc(NC(=O)c2ccc(N3C(=O)CCC3=O)cc2)s1	0	0	-13	0	10	0	-2	4.2	1
Cc1ccc(C(=O)Nc2cc(Cl)ccc2-n2cncn2)o1	-3	1	6	-4	2	1	-6	0.1	58*
O=C(NC1CC2CCCC(C1)N2C(=O)NCc1ccccc1)C1CC1 (stereo unspecified)	-3	-5	-2	-1	9	-1	5	2.3	39
Cc1c(N/C=C/C(=O)c2cccs2)c(=O)n(-c2ccccc2)n1C	3	3	13	4	5	-2	-2	1.7	3
O=S(=O)(Nc1ccon1)c1ccc(F)c(F)c1	-1	-9	1	-1	3	7	-5	-0.3	4
CS(=O)(=O)N1CCCC(C(=O)Nc2ccc(F)c(F)c2)C1 (stereo unspecified)	.	.	2	.	-8	-5	0	3.3	2
CCN(CCO)Cc1csc2ccccc12	3	-6	-4	-1	-13	-3	0	-2.1	3
CCCCNC(=O)c1ccccc1SCC(=O)NC1CCCCCCC1	.	.	36*	.	-4	-5	-2	-1.8	1
O=C1N(Cc2ccc(F)cc2Cl)c2ccccc2C12OCCCO2	1	2	-2	-3	-2	8	-3	0.1	-1

Additional results:
mol	Fh CTSL1 inh	core dimer inh	PAFAH2 FP inh	TPT1 inh	proCasp7 act	proCasp3 act	PP1 inh	PP5 inh	AHR act
CC(C)CCNC1=CC(=O)CC(c2ccccc2)C1 (stereo unspecified)	-2	-8	9	3	0	2	-10	0.1	14
N#Cc1ccc(S(=O)(=O)N2CCC(C(=O)Nc3cccc(C(=O)NC4CC4)c3)CC2)cc1	.	.	0	.	9	4	-1	1.2	-1
COc1ccc(C2SCC(=O)N2c2ccc(OC)cc2)cc1 (stereo unspecified)	-2	-3	-1	0	1	-3	1	0.6	-1
CS(=O)(=O)N1CCCC(C(=O)Nc2c(F)cccc2F)C1 (stereo unspecified)	1	10	2	0	1	2	-3	-2.7	-1
C=CCn1c(SCc2nc3ccccc3[nH]2)nnc1-c1ccccn1	0	-8	5	-7	-3	2	-2	1.6	3
Cc1ccc(C(=O)NNC(=O)c2ccccc2)cc1S(=O)(=O)N1CCCCC1	.	.	-3	.	5	6	-2	1.9	-1
C=CC[C@@H](CC(=O)OC(C)(C)C)C(=O)OC[C@H]1CCCN1C(=O)[C@@H](CC=C)CC(=O)N(CCO)Cc1ccccc1	.	.	7	.	7	-1	.	.	0
O=C(CSc1nnc2ccccn12)N1CCOCC1	0	0	-2	0	1	-5	-1	0.6	0

An excerpt from above in order of length of the SMILES, rising.
mol	Fh CTSL1 inh	core dimer inh	PAFAH2 FP inh	TPT1 inh	proCasp7 act	proCasp3 act	PP1 inh	PP5 inh	AHR act
COc1ccc(C2SCC(=O)N2c2ccc(OC)cc2)cc1 (stereo unspecified)	-2	-3	-1	0	1	-3	1	0.6	-1
CS(=O)(=O)N1CCCC(C(=O)Nc2c(F)cccc2F)C1 (stereo unspecified)	1	10	2	0	1	2	-3	-2.7	-1
N#Cc1ccc(S(=O)(=O)N2CCC(C(=O)Nc3cccc(C(=O)NC4CC4)c3)CC2)cc1	.	.	0	.	9	4	-1	1.2	-1

More compounds:
mol	Fh CTSL1 inh	core dimer inh	PAFAH2 FP inh	TPT1 inh	proCasp7 act	proCasp3 act	PP1 inh	PP5 inh	AHR act
CCC1OC23CCCCC2C(C#N)(C(=N)O3)C1(C#N)C#N (stereo unspecified)	5	-7	48*	-40	2	-9	-2	-1.4	3
COc1ccc(S(=O)(=O)N2CCOC2CNC(=O)C(=O)NCc2ccco2)cc1C (stereo unspecified)	-1	1	7	0	-2	-4	-1	-1.9	-1
CCn1c2ccccc2c2cc(NC(=O)COC(=O)c3ccccc3O)ccc21	-2	16	5	-3	0	3	-2	3.1	34
O=C(CSc1nc2ccc(Nc3nc(N4CCOCC4)nc(N4CCOCC4)n3)cc2s1)N1CCOCC1	-1	3	-5	0	4	-2	-5	1.1	-1

Retrieved one by one from the entries so far:
mol	Fh CTSL1 inh	core dimer inh	PAFAH2 FP inh	TPT1 inh	proCasp7 act	proCasp3 act	PP1 inh	PP5 inh	AHR act
COc1ccc(S(=O)(=O)N2CCOC2CNC(=O)C(=O)NCc2ccco2)cc1C (stereo unspecified)	-1	1	7	0	-2	-4	-1	-1.9	-1
CCn1c2ccccc2c2cc(NC(=O)COC(=O)c3ccccc3O)ccc21	-2	16	5	-3	0	3	-2	3.1	34
